PAFAH1B2 inh: inhibitors of human PAFAH1B2. AID 492953. inhibition, % at 3.39 µM. recombinant PAFAH1B2, FP-rhodamine activity probe, fluorescence polarization. 340,000 tested, 1.2% active;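 active = inhibition above the mean of all tested compounds plus 3 SD, cut at about 24% in these data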;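 note: 0% = enzyme with DMSO and 100% = wells lacking PAFAH1B2; many of its hits are not listed in these tables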
LYPLA1 counter: LYPLA1 (human) inhibition in PME1 counter-screen. O75608. inhibition, % at 5.9 µM. recombinant LYPLA1, FP-Rh probe fluorescence polarization. AID 2174. 320,000 tested, 0.16% active;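 active = inhibition above the mean of all tested compounds plus 3 SD, set per campaign, cut at about 14% in these data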;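 note: inhibitors block serine hydrolase probe labeling of LYPLA1 so polarization falls; 0% = enzyme with DMSO and 100% = wells lacking LYPLA1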
pPAFAH FP inh: inhibitors of human plasma PAF acetylhydrolase (pPAFAH) | AID 463082 | 330,000 tested, 1.5% active | Q13093 | inhibition, % at 3.39 µM | recombinant pPAFAH, FP-rhodamine probe fluorescence polarization;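 active = inhibition above the mean inhibition across the screen plus 3 SD, cut at about 25% in these data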;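 note: inhibitors block binding of the rhodamine activity-based probe so polarization drops; 0% = enzyme with DMSO and 100% = wells lacking pPAFAH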
Target sequence (Q13093 whole entry, looked up): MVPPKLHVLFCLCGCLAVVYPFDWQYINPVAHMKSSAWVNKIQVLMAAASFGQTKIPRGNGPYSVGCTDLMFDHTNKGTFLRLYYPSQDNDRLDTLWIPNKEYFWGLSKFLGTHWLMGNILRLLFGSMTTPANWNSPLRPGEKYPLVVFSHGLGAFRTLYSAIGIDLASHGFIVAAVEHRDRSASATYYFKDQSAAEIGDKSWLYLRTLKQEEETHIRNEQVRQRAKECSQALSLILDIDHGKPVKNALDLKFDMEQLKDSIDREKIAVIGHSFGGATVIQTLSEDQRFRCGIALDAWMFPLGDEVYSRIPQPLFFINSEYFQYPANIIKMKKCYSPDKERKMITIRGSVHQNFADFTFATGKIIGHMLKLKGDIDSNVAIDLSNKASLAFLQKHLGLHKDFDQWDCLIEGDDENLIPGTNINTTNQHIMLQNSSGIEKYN
LYPLA2 counter: blocks human lysophospholipase 2, a PME1 counter-screen. O95372. recombinant LYPLA2, FP-Rh probe fluorescence polarization. inhibition, % at 5.9 µM. 320,000 tested, 0.38% active;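 active = inhibition above the screen-wide mean plus 3 SD, limit set per campaign, cut at about 26% in these data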;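 note: 0% = LYPLA2 with DMSO and 100% = wells lacking LYPLA2 enzyme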
Target sequence (O95372 whole entry, looked up): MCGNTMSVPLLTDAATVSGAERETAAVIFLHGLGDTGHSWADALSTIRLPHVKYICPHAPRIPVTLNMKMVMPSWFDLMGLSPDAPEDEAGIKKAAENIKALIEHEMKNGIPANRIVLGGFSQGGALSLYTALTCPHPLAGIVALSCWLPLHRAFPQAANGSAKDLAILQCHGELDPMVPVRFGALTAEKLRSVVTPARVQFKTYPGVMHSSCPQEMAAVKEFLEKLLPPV
EBNA-1 inhibitor: blocks EBNA-1 binding to DNA. EBNA-1 DNA binding, fluorescence polarization. inhibition, % at 14.8 µM. 300,000 tested, 0.34% active. AID 1950; in the data active = inhibition above about 28%
PAFAH1B3 FP inh: PAFAH1B3 (human) inhibition. 340,000 tested, 0.28% active. Q15102. AID 492972. inhibition, % at 3.39 µM. recombinant PAFAH1B3, FP-rhodamine probe, fluorescence polarization;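 active = inhibition above the screen-wide average of all tested compounds plus 3 SD, cut at about 25% in these data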;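 note: 0% = enzyme with DMSO only and 100% = wells lacking PAFAH1B3 protein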
Target sequence (Q15102 whole entry, looked up): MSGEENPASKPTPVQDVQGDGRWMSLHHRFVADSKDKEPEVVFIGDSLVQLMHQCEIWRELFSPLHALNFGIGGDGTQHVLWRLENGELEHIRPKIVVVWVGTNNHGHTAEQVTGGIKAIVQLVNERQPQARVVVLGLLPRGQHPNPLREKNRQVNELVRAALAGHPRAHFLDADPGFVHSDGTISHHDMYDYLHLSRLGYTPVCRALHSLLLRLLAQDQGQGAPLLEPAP
PREPL inh: human PREPL enzyme inhibition. Q4J6C6. 320,000 tested, 0.68% active. inhibition, % at 5.96 µM. recombinant PREPL, fluorescence polarization activity-based probe; in the data active = inhibition above about 43%;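 note: 0% = enzyme with DMSO and 100% = wells lacking enzyme; many of its hits are not listed in these tables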
PAFAH2 FP inh: inhibitors of human PAFAH2. Q99487. recombinant PAFAH2, FP-rhodamine activity probe, fluorescence polarization. inhibition, % at 3.39 µM. 340,000 tested, 0.99% active. AID 492956;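 active = inhibition above the mean over all tested compounds plus 3 SD, cut at about 30% in these data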;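 note: inhibitors block probe labeling of enzyme so polarization drops; 0% = enzyme with DMSO and 100% = wells lacking PAFAH2 protein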
ZTA counter: ZTA (EBV) inhibition in EBNA-1 counter-screen; P03206; ZTA-DNA binding, fluorescence polarization; inhibition, % at 11 µM; 320,000 tested, 0.15% active; in the data active = inhibition above about 33%
Active calls of the source: *; nt = not tested or not shown. The list is partial (hit frequency here may not be typical).

SMILES	PAFAH1B2 inh	LYPLA1 counter	pPAFAH FP inh	LYPLA2 counter	EBNA-1 inhibitor	PAFAH1B3 FP inh	PREPL inh	PAFAH2 FP inh	ZTA counter
Cc1ccc(S(=O)(=O)N2CCOCC2)s1	3	-3	-1	0	2	2	1	-3	-4
CCOC(=O)c1c(-c2ccccc2)csc1NC(=O)c1ccc(S(=O)(=O)N2CC(C)OC(C)C2)cc1 (stereo not given)	-3	-4	6	3	-2	8	0	1	-4
O=[N+]([O-])c1ccc(O)c(NC(=S)Nc2ccccc2)c1	4	1	-4	9	-8	2	6	-10	-3
CN1C(=O)/C(=C/c2cccc(Cl)c2)Sc2ccc(C(=O)N3CCOCC3)cc21	6	-1	28*	15	2	-4	13	3	1
COC(=O)[C@@H]1CCCN1Cc1nc(Cc2ccc(OC)c(OC)c2)no1	3	-2	2	-4	-8	-4	11	-1	-18
CCS(=O)(=O)Nc1ccc2[nH]c(=O)[nH]c2c1	-1	4	-2	10	9	5	33	1	9
Cn1ccc2c([N+](=O)[O-])cccc2c1=O	-1	-2	-3	1	3	-1	10	2	-6
COc1ccc2cc(/C=N/NC(=O)CN(c3ccccc3C)S(=O)(=O)c3ccccc3)c(Cl)nc2c1	-3	-2	0	-5	-1	6	14	-11	-24
CCN(CC)c1ccc(NC(=O)OC)cc1	-2	-2	0	1	1	5	22	2	-5
O=C(NCc1ccco1)c1ccc2c(c1)N(Cc1ccccc1)C(=O)CS2=O (stereo not given)	5	0	-2	-5	7	2	-2	-4	7
CN(C)CCOc1cc(Cl)cc(Cl)c1	11	3	-1	0	-12	1	-6	-8	4
O=C(CCSCCc1ccccn1)Nc1ccc(Cc2ccncc2)cc1	10	-1	2	3	-2	7	3	-9	25
O=C(COc1ccccc1)NCC(=O)Nc1ccc(S(=O)(=O)NCc2ccco2)cc1	4	-2	7	-3	-7	4	19	7	-12
O=C(Nc1ccc2[nH]c(=O)[nH]c2c1)c1cc(F)c(F)cc1Cl	-2	1	1	-3	-2	4	3	9	0
O=C(COc1ccc(F)cc1)c1c(O)cc(O)cc1O	3	1	21	4	-2	9	11	-4	-19
O=C(CCl)N1N=C(c2cccs2)CC1c1ccco1 (stereo not given)	2	-1	2	9	4	-1	-1	2	20
COc1ccc([C@H]2CC(=O)C=C(c3ccc(O)cc3)C2)cc1OC	5	3	1	11	nt	6	-1	6	-8
COC(=O)c1ccc(C2C(C(=O)OCC(C)C)=C(C)N=C3SCCC(=O)N32)cc1 (stereo not given)	-3	4	0	12	3	8	-3	5	3
CCn1c(NCCO)nc2c(c1=O)C(C)(CC)Cc1ccccc1-2 (stereo not given)	22	1	5	1	-1	7	12	6	1
COc1ccc(CNC(=O)c2cc3c(=O)n4ccccc4nc3n(Cc3cccnc3)c2=N)cc1	-3	2	1	1	-17	5	22	0	-1
CCn1nc(C(=O)OCC(=O)NCCN2C(=O)CSC2=O)c2ccccc2c1=O	4	0	-2	-2	-7	-9	13	-5	2
CN(C)CCNS(=O)(=O)c1ccc(Cl)cc1	8	-1	-5	-2	-12	-3	-8	-2	6
Cc1ccccc1Nc1cccc2nonc12	0	-7	5	-2	-8	2	15	-4	-11
COc1ccc(OCC(=O)Nc2cccc(S(=O)(=O)N(C)c3ccccc3)c2)c([N+](=O)[O-])c1	2	-2	0	-2	nt	13	3	1	5
CN(CC(=O)Nc1cccc(F)c1)CC(=O)Nc1ccc(Cl)cc1[N+](=O)[O-]	3	-6	-1	-4	2	4	2	5	-1
Oc1ccc2ccccc2c1C=Nc1ccccc1-c1nc2ccccc2[nH]1	3	-10	4	-6	0	4	1	16	8
CCN(CC)Cc1nc2c(c(=O)[nH]1)C1(CCCCC1)Cc1ccccc1-2	11	2	6	6	-2	3	1	4	-4
CN(CC(=O)Nc1ccccc1C(F)(F)F)C(=O)CSc1nnnn1C	-2	4	-1	1	-2	5	10	0	0
COc1ccccc1CNC(=O)CCS(=O)(=O)c1cccc2nonc12	4	-6	-6	-7	-3	8	13	4	1
O=C(O)c1cccc(S(=O)(=O)N2CCc3ccccc3C2)c1	17	2	2	3	9	7	-1	2	12

Ordered by the number under PAFAH2 FP inh (smallest number first): 3 from the list above
structure	PAFAH2 FP inh
CN(CC(=O)Nc1ccccc1C(F)(F)F)C(=O)CSc1nnnn1C	0
COc1ccc(OCC(=O)Nc2cccc(S(=O)(=O)N(C)c3ccccc3)c2)c([N+](=O)[O-])c1	1
Oc1ccc2ccccc2c1C=Nc1ccccc1-c1nc2ccccc2[nH]1	16

Continued.
SMILES	PAFAH1B2 inh	LYPLA1 counter	pPAFAH FP inh	LYPLA2 counter	EBNA-1 inhibitor	PAFAH1B3 FP inh	PREPL inh	PAFAH2 FP inh	ZTA counter
C=CCN(C(=O)CNC(=O)c1ccco1)C(C(=O)NC1CCCCC1)c1cccnc1 (stereo not given)	-1	-2	6	0	7	12	6	11	4
CCOC(=O)c1ccccc1NC(=O)COC(=O)CCC(=O)c1ccc(C)cc1	-2	1	13	-1	-1	5	2	-1	-1
CCOc1ncccc1C(=O)OCC(=O)NCCc1ccc(OC)cc1	-2	-2	23	-1	-4	10	1	15	-1
O=C(NCCN1CCOCC1)c1ccc2c(c1)N(Cc1ccccc1F)C(=O)c1ccccc1S2	3	-2	4	-3	-16	-4	2	0	-5
CC(NC(=O)Nc1cccc(Cl)c1)C(c1cccs1)N1CCCC1 (stereo not given)	3	2	5	4	-4	-3	3	4	-13
COc1ccccc1CNC(=O)C1CCC(CNC(=O)[C@@H]2Cc3ccccc3CN2)CC1 (stereo not given in full)	-2	-1	2	13	-16	7	-7	1	14
CCN(C(=O)c1cc2cc(OC)ccc2oc1=O)c1cccc(C)c1	3	-2	0	-1	-13	1	4	5	-3
CCC(C)N(C(=O)Cn1nc(C)c([N+](=O)[O-])c1C)C1CCS(=O)(=O)C1 (stereo not given)	0	-1	-1	4	-14	-1	5	2	-1
CCN(CC)c1ccc(NC(=O)COc2ccc(C#N)cc2)cc1S(=O)(=O)Nc1ccc(OC)cc1	-7	-28	-9	-46	-7	-2	-7	-16	-7
Cc1cccc(C(=O)NC(=S)NNC(=O)c2ccc(Cl)cc2)c1	4	-4	7	-4	1	13	-1	7	11
O=C(Cc1ccc(F)cc1)Nc1cccc(-c2cn3c(n2)SCC3)c1	1	-8	14	-16	-5	2	5	4	4
Cc1ccc(OC(=O)C(F)(F)F)c2c1NCCC2	2	-1	4	6	-6	-8	18	3	-6
CC(=O)N1CCN(C(=O)CCc2nc3sc4c(c3c(=O)[nH]2)CCCC4)CC1	8	0	7	5	9	12	19	-9	14
Nc1ccc(S(=O)(=O)NCC(=O)OC2CCOC2=O)cc1[N+](=O)[O-] (stereo not given)	6	-1	0	-4	nt	4	1	6	2
O=C(NC1CCCC1)C1CCCN(S(=O)(=O)c2cnc[nH]2)C1 (stereo not given)	6	-1	5	-2	0	7	-2	8	6
CC1(C)CC(=O)C2=C(C1)OC(N)=C(C#N)C2c1ccccc1 (stereo not given)	4	0	0	0	6	3	3	7	3
CCOC(=O)CNC(=O)c1nn(-c2cccc(OC)c2)c(=O)c2ccccc12	3	2	1	-1	7	0	-4	10	-1
Cc1nc2ccc(NC(=O)c3ccc(C)c(S(=O)(=O)N4CCOCC4)c3)cc2s1	-2	-2	11	-2	nt	1	-2	5	23
CCN1C(=O)[C@H]2[C@H]3CN=C(SCc4ccc(OC)cc4)N3[C@@](CC)(C(=O)OC)[C@H]2C1=O	3	nt	4	nt	nt	10	nt	-1	nt
O=C(c1ccccc1)C1CCN(C(=O)c2c(F)cccc2F)CC1	0	1	-5	0	-17	1	7	3	-1

Compound profiles (already shown):
Entry for `O=C(NC1CCCC1)C1CCCN(S(=O)(=O)c2cnc[nH]2)C1` (stereo not given) = PAFAH1B2 inh = 6; LYPLA1 counter = -1; pPAFAH FP inh = 5; LYPLA2 counter = -2; EBNA-1 inhibitor = 0; PAFAH1B3 FP inh = 7; PREPL inh = -2; PAFAH2 FP inh = 8; ZTA counter = 6
Entry for `CC(=O)N1CCN(C(=O)CCc2nc3sc4c(c3c(=O)[nH]2)CCCC4)CC1` = PAFAH1B2 inh = 8; LYPLA1 counter = 0; pPAFAH FP inh = 7; LYPLA2 counter = 5; EBNA-1 inhibitor = 9; PAFAH1B3 FP inh = 12; PREPL inh = 19; PAFAH2 FP inh = -9; ZTA counter = 14

Entries above printed as active in pPAFAH FP inh.
Molecule,PAFAH1B2 inh,pPAFAH FP inh,EBNA-1 inhibitor,PAFAH1B3 FP inh,PREPL inh,PAFAH2 FP inh
CN1C(=O)/C(=C/c2cccc(Cl)c2)Sc2ccc(C(=O)N3CCOCC3)cc21,6,28*,2,-4,13,3

Following part.
SMILES	PAFAH1B2 inh	LYPLA1 counter	pPAFAH FP inh	LYPLA2 counter	EBNA-1 inhibitor	PAFAH1B3 FP inh	PREPL inh	PAFAH2 FP inh	ZTA counter
COC(=O)c1[nH]c2ccc(C)cc2c1NS(=O)(=O)c1ccc(F)cc1	11	-2	9	2	9	9	-6	-7	11
Cc1ccccc1C1N(c2nccs2)C(=O)C2CCCN21 (stereo not given)	1	4	4	2	4	5	10	-7	9
Cc1ccc(S(=O)(=O)N2CCOCC2)cc1NC(=O)c1cc([N+](=O)[O-])ccc1N1CCOCC1	0	-2	4	-4	-3	2	-1	-4	7
COc1ccc(N2CCN(C(=O)c3ccc(CS(=O)Cc4ccc(C)cc4)o3)CC2)cc1 (stereo not given)	-3	-1	11	0	-12	7	17	6	-7
COc1ccc(N(CC(=O)NCCSc2ccccn2)S(C)(=O)=O)cc1Cl	1	2	2	5	3	8	-1	-3	2
CCOc1ccccc1NC(=O)C1CCCN(S(=O)(=O)c2cccc3nsnc23)C1 (stereo not given)	-1	3	2	-2	14	0	1	5	-5
CCOc1cc(C(c2c(C)[nH][nH]c2=O)c2c(C)[nH][nH]c2=O)cc(Br)c1OC	1	1	7	0	2	2	1	-1	5
COc1ccc2[nH]c(C)c(CCN(Cc3cccs3)C(=S)Nc3ccc(F)cc3)c2c1	5	-7	17	4	4	2	15	1	-10
COC(=O)c1ccc(CN(C(=O)N2CCN(C)CC2)S(=O)(=O)c2ccc(C)cc2)cc1	0	-3	0	-5	-1	-5	14	8	0
CCOC(=O)Cc1cc(C)[nH]c1C(=O)OCC	-2	-3	-3	0	-4	5	-9	3	2
CCOC(=O)CSc1nnc(-c2cc(OC)c(OC)c(OC)c2)o1	5	1	1	8	3	0	-5	-2	0

Some of the entries above in a different format:
Below each SMILES: PAFAH1B2 inh	LYPLA1 counter	pPAFAH FP inh	LYPLA2 counter	EBNA-1 inhibitor	PAFAH1B3 FP inh	PREPL inh	PAFAH2 FP inh	ZTA counter
O=C(COc1ccccc1)NCC(=O)Nc1ccc(S(=O)(=O)NCc2ccco2)cc1
    4	-2	7	-3	-7	4	19	7	-12
O=C(Nc1ccc2[nH]c(=O)[nH]c2c1)c1cc(F)c(F)cc1Cl
    -2	1	1	-3	-2	4	3	9	0
O=C(COc1ccc(F)cc1)c1c(O)cc(O)cc1O
    3	1	21	4	-2	9	11	-4	-19
O=C(CCl)N1N=C(c2cccs2)CC1c1ccco1 (stereo not given)
    2	-1	2	9	4	-1	-1	2	20

Compound activity deposited in PubChem by The Scripps Research Institute Molecular Screening Center.
